Bioassay records from PubChem.
hcGAS lum = Primary biochemical luminescence assay for human cyclic GMP-AMP synthase inhibitors; Q8N884; recombinant h-cGAS, ATP depletion, Kinase-Glo luminescence; inhibition, % at 12.5 µM; 0.081% of 290,000 active; AID 1259398, 2018;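 note: 0% = vehicle reaction and 100% = reaction without DNA for no activity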
Target sequence (Q8N884 whole entry, looked up): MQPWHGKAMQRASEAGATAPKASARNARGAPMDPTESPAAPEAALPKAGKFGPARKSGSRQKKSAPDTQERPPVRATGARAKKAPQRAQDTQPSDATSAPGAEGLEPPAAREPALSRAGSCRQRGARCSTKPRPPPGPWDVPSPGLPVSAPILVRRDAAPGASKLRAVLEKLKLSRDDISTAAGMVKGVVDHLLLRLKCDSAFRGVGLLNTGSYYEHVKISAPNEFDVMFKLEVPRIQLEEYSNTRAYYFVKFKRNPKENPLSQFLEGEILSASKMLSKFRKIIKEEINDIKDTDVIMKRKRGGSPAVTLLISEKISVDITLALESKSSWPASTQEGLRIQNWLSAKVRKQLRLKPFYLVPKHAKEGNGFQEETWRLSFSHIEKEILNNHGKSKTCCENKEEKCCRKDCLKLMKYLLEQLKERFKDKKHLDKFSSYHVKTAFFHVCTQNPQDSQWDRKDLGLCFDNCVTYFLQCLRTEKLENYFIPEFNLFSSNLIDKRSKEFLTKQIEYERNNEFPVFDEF
mcGAS lum = cyclic GMP-AMP synthase inhibitors, mouse, primary biochemical chemiluminescence | Q8C6L5 | recombinant cGAS, Kinase-Glo ATP depletion luminescence | inhibition, % at 12.5 µM | 0.15% of 160,000 active;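 note: 0% = negative control wells and 100% = reference inhibitor with no enzyme activity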
NPYLR7 agonist = agonists of mosquito NPYLR7 receptor, primary screen, cell-based, Aedes aegypti, calcium fluorescence, mosquito biting behavior; 0.15% of 270,000 active; HEK293T NPYLR7/Galpha15, GCaMP6s calcium fluorescence; Aedes aegypti neuropeptide Y-like receptor 7 (NPYLR7); AID 1259423, 2018; activation, % at 10 µM; in the data active = activation above about 40%;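 note: 0% = vehicle and 100% = reference agonist at the receptor; some compounds past the cut are filed as inactive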
Numbers without * were called inactive; x = no result given; & = joins results of further samples. Cut-off read from the data, not from the text of the source, unless noted: active = inhibition above about 40%; inactive = the rest.

The opening four entries, to show the layout:
SMILES	hcGAS lum	mcGAS lum	NPYLR7 agonist
O=C(N=C1N=C2N=CC=CN2Cc2ccccc21)Nc1ccc(Cl)c(Cl)c1	-2	x	-1
O=S(=O)(N1CCCCCC1)N1CCc2[nH]c3ccccc3c2C1	-12	-7	12
Cc1cc2c(cc1C)[n+](C)cn2CC(O)COC1CCCCC1 (stereo not given)	-9	x	2
Cc1cc(C)c(NC(=O)CNC(=O)CCc2ccc(C3CC3C)o2)c(C)c1 (stereo not given)	-7	-16	10

All compounds of this part, from the start:
SMILES	hcGAS lum	mcGAS lum	NPYLR7 agonist
O=C(N=C1N=C2N=CC=CN2Cc2ccccc21)Nc1ccc(Cl)c(Cl)c1	-2	x	-1
O=S(=O)(N1CCCCCC1)N1CCc2[nH]c3ccccc3c2C1	-12	-7	12
Cc1cc2c(cc1C)[n+](C)cn2CC(O)COC1CCCCC1 (stereo not given)	-9	x	2
Cc1cc(C)c(NC(=O)CNC(=O)CCc2ccc(C3CC3C)o2)c(C)c1 (stereo not given)	-7	-16	10
COc1ccc(CCN(CC2CCN(C)CC2)C(=O)c2cc(C(C)C)nn2C)cc1	-10	x	12
Cc1cccc(-n2cc(-c3ccn(CC(=O)Nc4ccnn4C)n3)cn2)c1	-5	x	2
COc1cc(CN2CCNC(=O)C2CC(=O)NCc2ccncc2C)cc(OC)c1 (stereo not given)	-8	x	3
Cc1ccc(C2c3ccccc3CCN2C(=O)C2CCC2)cc1 (stereo not given)	-8	-9	-4
CN(C)N=CC=C1CCCC(=Cc2cc(Br)cs2)C1=O	-7	x	5
CCOc1ccc(-c2ccc(C(=O)NCCc3cccc(Cl)c3)s2)cc1	-3	-5	25
CN1CCN(c2ccc(C(=O)N(C)C3CCCN(Cc4ccccc4F)C3)cc2)CC1 (stereo not given)	-8	x	6
Cc1ccc(CN(C)CC(=O)NC(c2cccs2)C(C)C)cc1 (stereo not given)	-6	x	-1
NC1(C(=O)NCCCn2ncc3ccccc32)CC1	-5	x	10
CCC(C(=O)NCc1cccc(C(F)(F)F)c1)n1c(=O)n(CC)c(=O)c2ccccc21 (stereo not given)	-5	-8	2
O=S(=O)(c1ccc(C(F)(F)F)cc1Cl)N1CCN(c2nccc(-c3ccco3)n2)CC1	-5	-7	5
COc1ccccc1CN(CCC(C)C)CC(O)COc1ccccc1C (stereo not given)	-11	-5	23
CCOC(=O)c1c(-c2ccc(C)c(C)c2)csc1NC(=O)C1CCCO1 (stereo not given)	-3	-1	-2
CCOC(=O)C(C)Sc1nnc(-c2ccco2)n1-c1ccc(C)cc1 (stereo not given)	-2	-2	x
COc1ccc(CCNC(=O)CCCn2nc(-c3cccs3)ccc2=O)cc1	0	-3	1
O=C(NC1c2ccccc2-c2ccccc21)C1CCC(=O)N(Cc2ccc(Cl)cc2)C1 (stereo not given)	-5	-8	3
Cc1oc(-c2ccc(F)cc2)cc1-c1nn2c(-c3ccoc3C)nnc2s1	0	x	3
CCCCC(CC)C(=O)N1CCC(Cc2ccc(C(F)(F)F)cc2)CC1 (stereo not given)	-2	-6	1
Cc1ccc(NC(=O)CN[C@H](C(N)=O)C(C)C)cc1F	-9	x	23
COc1ccccc1NC(=O)N(C)CCN1C(=O)C(C)SC1c1sccc1C (stereo not given)	-6	-6	27
Cc1oc(C(=O)N2CCCC2)cc1S(=O)(=O)N(C)c1ccccc1	1	x	-7
CC(C)c1cc(C(=O)N2CCC3(CC2)C(=O)NCCN3C)cs1	4	-1	-3
COc1cc(OC)cc(C(=O)N2CCN(c3nc4nccc(-c5cccc(C)c5)n4n3)CC2)c1	0	1	5
CN1CC(=O)N2CCN(S(=O)(=O)c3ccc(F)cc3F)CC2C1=O (stereo not given)	-4	x	8
O=C(Nc1c2c(nn1-c1nc3ccccc3s1)CCC2)C1=COCCO1	-5	x	4
CCCn1c(=O)[nH]c(=O)c2c(C(=O)Nc3c(C)nn(C)c3C)cc(C3CC3)nc21	-4	x	3
Oc1[nH]c2ccccc2c1N=Nc1nc(-c2ccccc2)c2cc(Br)ccc2n1	-4	x	23
Cc1ccc(CC2(NC(=O)c3cc(=O)[nH][nH]3)CC2)cc1	-6	x	4
COc1ccc(Cn2ccnc2CN(C(=O)c2ccccc2F)C(C)C)cc1	0	-4	4
NC(N)=N/N=C/c1c(Cl)cccc1Cl	-4&2	x	-3&-6
CC(C)NC(=S)NN=CC=C1N(C)c2ccccc2C1(C)C	-6	x	4
O=C1CC(Nc2ccc3c(c2)OCO3)C(=O)N1Cc1ccccc1 (stereo not given)	-1	x	5
CN1CC2(CCCN(Cc3nc4c(s3)CCCC4)CC2)OC1=O (stereo not given)	-4	-8	3
Cc1ccc(-c2nc(N3CCN(c4ccccc4Cl)CC3)c3ccccc3n2)cc1	-10	-7	1
O=C1CCCN1c1ccccc1NCc1cccc(F)c1	-3	0	-2
CCOC(=O)c1nn(-c2ccc(F)cc2)c(=O)cc1OS(=O)(=O)c1cc(C)ccc1OC	-8	-5	-4
CCC(=O)Nc1ccc(OCC(=O)N(C)C(C)c2ccon2)cc1 (stereo not given)	-6	-19	11
CC1=NN(C(=O)c2ccn(Cn3cc(Br)cn3)n2)C(O)(C(F)F)C1 (stereo not given)	-8	x	3
CC(C)N(CC(=O)N(CCc1c[nH]c2ccccc12)Cc1ccc(C(F)(F)F)cc1)C(=O)Nc1ccccc1C(F)(F)F	-3	-5	19
S=c1[nH]nc(COc2ccc(Cl)cc2)o1	-2	x	3
O=P(CCCO)(Cc1ccccc1)Cc1ccccc1	-3	x	9
O=C(CC1(c2cccc(F)c2)CC(=O)N(C2CCCC2)C1=O)N1CCN(c2ccccc2F)CC1 (stereo not given)	-6	-24	3
CSCCC(=O)N1CCN(CC(=O)N2CCCC2)CC1	-7	-7	0
CC(C)Cn1cncc1CNc1nc(C(C)(C)C)nc2c1cnn2C	-3	-11	1
COc1cccc(OC)c1-c1c(-c2ccccc2)ncn1CC1COCCO1 (stereo not given)	-4	-13	20
COCc1cc(N(C)CCc2ccc(OC)c(OC)c2)nc(SCc2cccc(C(=O)N3CCOCC3)c2)n1	0	0	-10
The listing continues.
SMILES	hcGAS lum	mcGAS lum	NPYLR7 agonist
O=C(CCNC(=O)c1ccc(F)cc1)NCc1cn[nH]c1-c1ccccc1	-4	-18	5
Cc1cc(C)n2c(NC(C)(C)C)c(-c3ccccc3F)nc2c1	-4	0	x
O=C(c1cccc(F)c1)N(Cc1nccn1Cc1cccc(C(F)(F)F)c1)CC1CCCO1 (stereo not given)	-5	-4	8
CS(=O)(=O)N1CCN(S(=O)(=O)c2ccc(F)cc2)CC1	-9	x	9
CS(=O)(=O)Nc1ccc(C#N)cc1	-2	-4	7
S=C(N=P(c1ccccc1)(N1CCOCC1)N1CCOCC1)N1CCOCC1	-5	x	5
Cc1cccc(C(=O)N2CCC3(CC2)OCC(C(=O)N2CCOCC2)N3C(=O)c2ccc(F)cc2)c1 (stereo not given)	0	-3	2
CCOc1ccc(C=NNc2nc3c(c(=O)n(C)c(=O)n3C)n2CC(C)C)cc1	-3	-8	-4
COc1nc(-c2ccc(F)cc2)n(-c2ccc(NC(=O)c3ccc(C(F)(F)F)cc3)cc2)n1	0	-3	-2
COCC(C)NC(=O)C1CCN(c2cc(C(C)C)nc(C)n2)CC1 (stereo not given)	-11	-12	12
O=[N+]([O-])c1cccc(/C=N\Nc2cc(N3CCOCC3)nc(N3CCOCC3)n2)c1	0	-3	-6
CC(C)Cn1c(=S)[nH]c2ccccc21	-4	x	2
N#Cc1ccc(NCc2ccc(N3CCSCC3)cc2)nc1	0	x	0
CCc1nc(CN2C(=O)NC(CC)(C3CCNCC3)C2=O)cs1 (stereo not given)	-7	x	10
Oc1[nH]c2ccccc2c1N=Nc1nc(N2CCCC2)nc(N2CCOCC2)n1	-5	-4	-4
Cc1cccc(C)c1NC(=O)Cn1ncn2nc3c(c2c1=O)CCCC3	-4	-8	-1
O=S(=O)(Nc1ccc(O)cc1)c1cccs1	-5	x	14
CS(=O)(=O)NC1CCN(C(=O)[C@H](N)c2ccccc2)CC1	-5	x	20
O=C(COC(=O)c1ccc2c(=O)n3c(nc2c1)CCC3)NCc1ccc2c(c1)OCO2	-1	x	7
CCOc1ncccc1NC(=O)N1CCc2c([nH]c3ccccc23)C1C (stereo not given)	2	x	2
CCCC(=O)Nc1cccc(C(=O)NCCc2nc(C)cc(C)n2)c1	0	-2	-7
Cc1nnc(C)n1-n1ccc2nc3ncnn3c(-c3ccccc3)c2c1=O	-4	-8	0
Cc1c(C(=O)OCC(=O)c2ccc[nH]2)sc2nc3n(c(=O)c12)CCC3	-12	x	0
O=C(O)CCc1ccc(-c2cccs2)n1CC(=O)O	-3	-6	3
O=C1OC(c2cccc([N+](=O)[O-])c2)=N/C1=C/c1cccc(C(F)(F)F)c1	-1	-4	-1
CS(=O)(=O)Nc1ccccc1C(=O)N1CC(c2nc3ccccc3s2)C1	-8	-17	0
CC(C)(O)C#Cc1ccc(C(=O)NCC2(c3ccccc3)CCOCC2)o1	-6	x	8
CC(Sc1ncc(C(F)(F)F)cc1Cl)C(=O)NC(=O)NC1CCCC1 (stereo not given)	-4	x	3
CCCCC(=O)N(C)c1c(CC)nc2c(OCc3ccccc3C)cccn12	-8	-2	3
O=C(NC12CC3CC(CC(C3)C1)C2)N1CCC(CN2CCCCCC2)CC1	-1	-3	x

Rewritten with bars between the fields: part of the list above
structure | hcGAS lum | mcGAS lum | NPYLR7 agonist
CCC(=O)Nc1ccc(OCC(=O)N(C)C(C)c2ccon2)cc1 (stereo not given) | -6 | -19 | 11
CC1=NN(C(=O)c2ccn(Cn3cc(Br)cn3)n2)C(O)(C(F)F)C1 (stereo not given) | -8 | x | 3
CC(C)N(CC(=O)N(CCc1c[nH]c2ccccc12)Cc1ccc(C(F)(F)F)cc1)C(=O)Nc1ccccc1C(F)(F)F | -3 | -5 | 19
S=c1[nH]nc(COc2ccc(Cl)cc2)o1 | -2 | x | 3
O=P(CCCO)(Cc1ccccc1)Cc1ccccc1 | -3 | x | 9

Next records follow:
SMILES	hcGAS lum	mcGAS lum	NPYLR7 agonist
COCC(C)NC(=O)C1CCN(c2cc(C)c3ccc(Cl)cc3n2)CC1 (stereo not given)	-6	x	6
Cc1nc2ccccc2nc1N1CCN(C(=O)c2ccco2)CC1	-6	-6	7
CC(C)Cn1nc2n(c1=O)CCNCC2	-7	-3	x
CN(CC1(CO)CCOCC1)C(=O)c1scc2c1CCCC2	-12	-6	x
CCN(CC)c1ccc(/C=N\NC(=O)CSc2nnc(-c3ccc(OC)c(OC)c3)n2-c2ccccc2)c(O)c1	0	-2	-6
CCN(CC)C(=O)[C@@H]1C[C@@H](NC(=O)c2ccon2)CN1CC1CCCC1	-12	-6	x
COc1ccc(S(=O)(=O)N2CCN(c3nc(-c4ccc(Cl)cc4)nc(C)c3C)CC2)cc1	-9	-5	21
Cc1ccc(C)c(-n2nc(-c3ccc(C)c(C)c3)cc2C(=O)NC(c2ccccc2)c2ccccc2)c1	-2	-4	-1
Cc1ccn2c(=O)cc(COc3ccc(Cl)cc3C(N)=O)nc2c1	4	-1	-9
CN1CCN(n2c3c(c(SCc4ccc(Cl)cc4)nc2=O)CCC3)CC1	-4	-6	-3
C=CCn1c(SCC(=O)c2ccc(C)cc2C)nnc1-c1cccnc1	-4	x	-5
COc1ccccc1NC(=O)Cn1c(O)c(N=NC(=O)c2ccccc2O)c2ccccc21	1	-1	-16
O=C(CN1CCOc2ccccc2C1)N1CC[C@H]2CC[C@@H](C1)N2	-3	-12	x
O=C(c1ccc2c(c1)OCCO2)N(CCn1cccn1)c1nc2c(F)cccc2s1	-2	-10	-15
O=C(Nn1cnc2c(cnn2-c2ccc(F)cc2)c1=O)c1ccc2c(c1)OCO2	-10	x	-2
O=C(CSc1nnc(-c2ccccc2)c(-c2ccccc2)n1)N1CCOCC1	0	-5	2
COc1ccc(-c2nc(CSc3nc(-c4ccncc4)cc(=O)[nH]3)c(C)o2)cc1	2	1	-1
COc1cc(OC)c(C2=CCN(C(=O)COc3ccc(C)cc3Br)CC2)c(OC)c1	-5	-8	7
CCOC(=O)c1cc(-c2c(OC)cc(OC)cc2OC)no1	-11	x	-1
CCOc1ccc(CN2CCCn3cccc3C2c2cccc(C)c2)cc1 (stereo not given)	-5	0	-6
Cc1nc(CN)cc(N2CCC(n3c(=O)[nH]c4ccccc43)CC2)n1	-1	x	3
CCNC(=O)N(CCCOC)Cc1c(-c2ccccc2)noc1N1CCc2ccccc2C1	1	-3	0

Some values from the list:
Cc1nc(CN)cc(N2CCC(n3c(=O)[nH]c4ccccc43)CC2)n1 in hcGAS lum = -1
COc1ccc(-c2nc(CSc3nc(-c4ccncc4)cc(=O)[nH]3)c(C)o2)cc1 in mcGAS lum = 1
